# NSD2 block: inhibitors of human NSD2, primary screen, biochemical, plate reader, single point | Histone-lysine N-methyltransferase NSD2 (Homo sapiens), O96028 | NSD2-SET H3K36me1 DELFIA fluorescence | inhibition, % at 12.5 µM | hit rate 0.07% among 44,000 | AID 624260, 2012; in the data active = inhibition above about 54%, passing the limit was not always enough;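 also: inhibitors reduce the monomethyl H3K36 fluorescence signal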
# Target sequence (O96028 whole entry, looked up): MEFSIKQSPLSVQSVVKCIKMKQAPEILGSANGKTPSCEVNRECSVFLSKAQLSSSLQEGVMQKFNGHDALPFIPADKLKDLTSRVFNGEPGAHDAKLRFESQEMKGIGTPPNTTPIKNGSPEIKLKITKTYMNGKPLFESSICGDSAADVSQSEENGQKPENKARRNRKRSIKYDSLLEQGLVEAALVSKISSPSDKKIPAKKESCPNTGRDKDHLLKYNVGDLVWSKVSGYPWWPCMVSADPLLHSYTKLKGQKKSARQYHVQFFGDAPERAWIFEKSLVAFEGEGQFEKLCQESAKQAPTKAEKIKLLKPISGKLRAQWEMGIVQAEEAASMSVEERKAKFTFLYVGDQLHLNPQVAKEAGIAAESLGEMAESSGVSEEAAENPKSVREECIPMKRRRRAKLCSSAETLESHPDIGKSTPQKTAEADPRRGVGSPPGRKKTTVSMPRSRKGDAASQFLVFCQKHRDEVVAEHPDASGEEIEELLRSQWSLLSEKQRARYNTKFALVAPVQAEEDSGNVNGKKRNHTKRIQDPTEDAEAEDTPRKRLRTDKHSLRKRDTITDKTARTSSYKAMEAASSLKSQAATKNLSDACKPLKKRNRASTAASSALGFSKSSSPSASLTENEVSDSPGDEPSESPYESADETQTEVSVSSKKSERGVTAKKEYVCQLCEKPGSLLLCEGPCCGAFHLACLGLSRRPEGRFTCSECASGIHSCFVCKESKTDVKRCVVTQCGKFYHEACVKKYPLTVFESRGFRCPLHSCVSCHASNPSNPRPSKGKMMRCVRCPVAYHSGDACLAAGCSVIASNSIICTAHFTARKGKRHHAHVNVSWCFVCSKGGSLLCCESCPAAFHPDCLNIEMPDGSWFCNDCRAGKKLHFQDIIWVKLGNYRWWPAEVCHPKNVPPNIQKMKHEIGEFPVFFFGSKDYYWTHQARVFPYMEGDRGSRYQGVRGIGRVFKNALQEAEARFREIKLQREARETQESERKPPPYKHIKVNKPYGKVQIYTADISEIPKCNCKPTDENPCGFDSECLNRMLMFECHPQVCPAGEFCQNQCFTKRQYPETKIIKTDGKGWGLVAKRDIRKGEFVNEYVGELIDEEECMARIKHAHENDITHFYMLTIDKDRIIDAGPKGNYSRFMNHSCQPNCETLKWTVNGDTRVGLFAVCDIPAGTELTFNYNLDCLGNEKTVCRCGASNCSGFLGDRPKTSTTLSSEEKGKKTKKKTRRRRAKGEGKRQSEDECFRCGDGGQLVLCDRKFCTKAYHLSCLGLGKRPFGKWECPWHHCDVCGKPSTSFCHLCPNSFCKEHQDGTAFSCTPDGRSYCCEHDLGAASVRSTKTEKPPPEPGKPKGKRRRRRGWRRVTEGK
# Starred values were filed as active, the others as inactive; i = inactive. Only part of the results is shown (hit frequency here may not be typical).
SMILES,NSD2 block
C[C@@H]1CN([C@H](C)CO)C(=O)Cc2cc(NC(=O)CCCCCC(=O)Nc3ccccc3N)ccc2O[C@H]1CN(C)C(=O)NC1CCCCC1,2
C[C@H](O)C#Cc1cnc2c(c1)C(=O)N([C@H](C)CO)C[C@H](C)[C@@H](CN(C)C(=O)CN(C)C)O2,21
C[C@@H]1CN([C@H](C)CO)C(=O)c2cc(NC(=O)CCCCCC(=O)Nc3ccccc3N)ccc2O[C@@H]1CN(C)S(=O)(=O)c1ccccc1,16
C[C@H]1CCCCO[C@H](CN(C)S(=O)(=O)c2ccc(F)cc2)[C@@H](C)CN([C@@H](C)CO)C(=O)c2cc(NC(=O)C3CCCCC3)ccc2O1,4
COC(=O)C(CC#Cc1ccc2c(c1)[C@]1(C(=O)N2)[C@H](C(=O)O)[C@H]2C(=O)O[C@H](c3ccccc3)[C@H](c3ccccc3)N2[C@@H]1c1ccc(OCCO)cc1)C(=O)OC,-9
C=C[C@@]12COC(=O)C(=C)C1[C@@H](O)[C@H](C(=C)C(=O)OC)[C@@H](OC(=O)C(=C)CO)C2 (some centres undefined),23
C[C@@H]1CN([C@@H](C)CO)C(=O)c2cc(NC(=O)c3ccncc3)ccc2O[C@@H](C)CCCCO[C@H]1CN(C)S(=O)(=O)c1cn(C)cn1,0
CCCN(C)C[C@@H]1OCCCC[C@@H](C)Oc2ccc(NC(=O)Nc3ccc(F)cc3)cc2C(=O)N([C@H](C)CO)C[C@H]1C,8
C[C@H]1CN([C@@H](C)CO)C(=O)c2cc(C#CCN(C)C)cnc2O[C@@H]1CN(C)S(=O)(=O)c1cn(C)cn1,-3
Cc1ccccc1CN(C)C[C@H]1OCc2cnnn2CCCC(=O)N([C@H](C)CO)C[C@@H]1C,4

# 5 records drawn at random from the list so far:
SMILES,NSD2 block
C[C@H]1CN([C@@H](C)CO)C(=O)c2cc(C#CCN(C)C)cnc2O[C@@H]1CN(C)S(=O)(=O)c1cn(C)cn1,-3
CCCN(C)C[C@@H]1OCCCC[C@@H](C)Oc2ccc(NC(=O)Nc3ccc(F)cc3)cc2C(=O)N([C@H](C)CO)C[C@H]1C,8
C[C@H](O)C#Cc1cnc2c(c1)C(=O)N([C@H](C)CO)C[C@H](C)[C@@H](CN(C)C(=O)CN(C)C)O2,21
C[C@@H]1CN([C@H](C)CO)C(=O)Cc2cc(NC(=O)CCCCCC(=O)Nc3ccccc3N)ccc2O[C@H]1CN(C)C(=O)NC1CCCCC1,2
Cc1ccccc1CN(C)C[C@H]1OCc2cnnn2CCCC(=O)N([C@H](C)CO)C[C@@H]1C,4

# Continued:
SMILES,NSD2 block
C[C@@H]1CCCCO[C@H](CN(C)Cc2ccncc2)[C@H](C)CN([C@@H](C)CO)C(=O)c2cc(NC(=O)CCC(F)(F)F)ccc2O1,3
Cc1noc(C)c1NC(=O)N(C)C[C@H]1Oc2ncc(C#CCC(C)C)cc2C(=O)N([C@@H](C)CO)C[C@H]1C,4
C[C@@H]1CN([C@H](C)CO)C(=O)c2cc(NS(C)(=O)=O)ccc2O[C@@H](C)CCCCO[C@@H]1CN(C)C(=O)NC1CCCCC1,2
CC(C)NC(=O)Nc1ccc2c(c1)CC(=O)N([C@@H](C)CO)C[C@@H](C)[C@H](CN(C)S(=O)(=O)c1ccc(Cl)cc1)O2,-5
COC(=O)c1cc(O)cc(O)c1C(=O)c1c(O)cc(C)cc1O,4
C[C@H](CO)N1C[C@H](C)[C@@H](CN(C)CC2CCCC2)Oc2ncc(C#Cc3ccccn3)cc2C1=O,2
Cc1noc(C)c1NC(=O)Nc1ccc2c(c1)CC(=O)N([C@H](C)CO)C[C@@H](C)[C@@H](CN(C)CC1CC1)O2,-53
COc1ccc(S(=O)(=O)N(C)C[C@@H]2Oc3ccc(NC(=O)Cc4ccccc4)cc3CC(=O)N([C@H](C)CO)C[C@@H]2C)cc1,2
C[C@@H]1CN([C@H](C)CO)C(=O)c2cc(-c3ccc(C#N)cc3)cnc2O[C@H]1CN(C)Cc1ccccn1,5
C[C@H]1CN([C@@H](C)CO)C(=O)CCCn2nncc2CO[C@H]1CN(C)C(=O)Nc1ccc(-c2cccs2)cc1,2
CNC[C@@H]1OCCCC[C@H](C)Oc2ccc(NS(=O)(=O)c3ccccc3)cc2C(=O)N([C@H](C)CO)C[C@@H]1C,1
COc1ccc(S(=O)(=O)Nc2ccc3c(c2)C(=O)N([C@@H](C)CO)C[C@@H](C)[C@H](CN(C)Cc2ccc4c(c2)OCO4)OCCCC[C@@H](C)O3)cc1,1
COc1ccc(S(=O)(=O)N(C)C[C@H]2Oc3c(NS(=O)(=O)c4cn(C)cn4)cccc3C(=O)N([C@H](C)CO)C[C@H]2C)cc1,1
O=C(C[C@@H]1C[C@H]2c3cc(NS(=O)(=O)c4ccc(F)cc4)ccc3O[C@H]2[C@H](CO)O1)NCc1ccccn1,-1
CN(C)C(=O)C[C@@H]1C[C@H]2c3cc(NC(=O)Nc4ccccc4F)ccc3O[C@H]2[C@H](CO)O1,10
CC(C)NC(=O)Nc1ccc2c(c1)C(=O)N([C@@H](C)CO)C[C@@H](C)[C@@H](CN(C)S(=O)(=O)c1ccc(Cl)cc1)OCCCC[C@@H](C)O2,-3
COCC(=O)Nc1ccc2c(c1)[C@H]1C[C@@H](CC(=O)NCc3cccnc3)O[C@H](CO)[C@H]1O2,0
CC(C)=CCc1c(O)cc(O)c2c1O[C@H](c1ccccc1)CC2=O,-16
COC(=O)CCCCCCC(=O)N/N=C/c1ccccc1[N+](=O)[O-],0
N#C/C(=C(\O)COc1ccccc1)c1nc2ccccc2[nH]1,0
C[C@H]1CN([C@@H](C)CO)S(=O)(=O)c2ccc(-c3ccc(C#N)cc3)cc2O[C@@H]1CN(C)Cc1ccccn1,2
C[C@H]1CN([C@@H](C)CO)C(=O)c2cc(-c3cccc(F)c3)cnc2O[C@@H]1CN(C)Cc1cccnc1,5
C[C@@H]1CN([C@@H](C)CO)C(=O)c2cc(NC(=O)c3ccncc3)ccc2O[C@@H](C)CCCCO[C@H]1CN(C)C(=O)c1ccccc1,i
C[C@@H]1CN([C@@H](C)CO)C(=O)Cc2cc(NC(=O)Cc3cn(C)c4ccccc34)ccc2O[C@H]1CN(C)S(=O)(=O)c1ccc(F)cc1,-1
C[C@@H]1CN([C@@H](C)CO)S(=O)(=O)c2ccc(-c3cncnc3)cc2O[C@H]1CN(C)Cc1ccccn1,6
COc1ccc(NC(=O)Nc2ccc3c(c2)CC(=O)N([C@@H](C)CO)C[C@@H](C)[C@@H](CN(C)S(=O)(=O)c2ccc(F)cc2)O3)cc1,4
C[C@H]1CN([C@@H](C)CO)C(=O)CCCn2nncc2CO[C@@H]1CN(C)S(=O)(=O)c1cccc(F)c1,3
COC(=O)[C@@]1(CCS(=O)(=O)c2ccccc2)N=C(c2ccc(OCCCO)cc2)O[C@H]1c1ccccc1N=[N+]=[N-],0
CCCNC(=O)N(C)C[C@H]1Oc2ncc(C#CC3CC3)cc2C(=O)N([C@@H](C)CO)C[C@H]1C,-109
C[C@H]1CN([C@@H](C)CO)C(=O)Cc2cc(NS(=O)(=O)c3ccccc3)ccc2O[C@H]1CN(C)S(=O)(=O)c1ccccc1,0
Cc1ccc(S(=O)(=O)N[C@H]2CC[C@H](CC(=O)NCCc3ccncc3)O[C@@H]2CO)cc1,-5
C/C=C/c1cnc2c(c1)C(=O)N([C@H](C)CO)C[C@@H](C)[C@@H](CN(C)S(=O)(=O)c1ccccc1F)O2,5
CCCN(C)C[C@H]1Oc2ncc(-c3ccccc3)cc2C(=O)N([C@@H](C)CO)C[C@H]1C,3
O=C(C[C@H]1CC[C@H](NS(=O)(=O)c2ccccc2)[C@@H](CO)O1)NCc1ccncn1,5
C[C@H]1CN([C@@H](C)CO)C(=O)c2cc(NC(=O)CCC(F)(F)F)ccc2O[C@@H]1CN(C)Cc1ccc(C(F)(F)F)cc1,-40
C[C@H](CO)N1C[C@H](C)[C@H](CN(C)C(=O)Cc2ccccn2)Oc2ncc(-c3ccncc3)cc2C1=O,-2
C[C@@H]1CN([C@@H](C)CO)C(=O)c2cccc(NC(=O)c3ccc(-c4nccs4)cc3)c2O[C@H]1CN(C)Cc1ccc(C(=O)O)cc1,1
C[C@H]1CCCCO[C@H](CN(C)Cc2ccc(C(F)(F)F)cc2)[C@@H](C)CN([C@@H](C)CO)C(=O)c2cc(NC(=O)Cc3ccccc3)ccc2O1,-3
C[C@@H]1CN([C@H](C)CO)C(=O)c2c(c3ccccc3n2C)-c2ccccc2CO[C@@H]1CN(C)S(=O)(=O)Cc1ccccc1,-5
C[C@@H]1CCCCO[C@H](CN(C)C(=O)Nc2ccccc2)[C@@H](C)CN([C@H](C)CO)C(=O)c2cc(N(C)C)ccc2O1,-6

# Some of these compounds in order of their number in NSD2 block, falling:
SMILES,NSD2 block
COCC(=O)Nc1ccc2c(c1)[C@H]1C[C@@H](CC(=O)NCc3cccnc3)O[C@H](CO)[C@H]1O2,0
C[C@@H]1CCCCO[C@H](CN(C)C(=O)Nc2ccccc2)[C@@H](C)CN([C@H](C)CO)C(=O)c2cc(N(C)C)ccc2O1,-6
C[C@H]1CN([C@@H](C)CO)C(=O)c2cc(NC(=O)CCC(F)(F)F)ccc2O[C@@H]1CN(C)Cc1ccc(C(F)(F)F)cc1,-40

# (more compounds)
SMILES,NSD2 block
C[C@H]1CN([C@@H](C)CO)C(=O)c2cccc(NC(=O)Nc3ccc(C(F)(F)F)cc3)c2O[C@H]1CN(C)Cc1ccncc1,-4
COc1ccc(CN(C)C[C@H]2OCCCC[C@H](C)Oc3ccc(NC(=O)Nc4c(C)noc4C)cc3C(=O)N([C@H](C)CO)C[C@@H]2C)cc1,-4
COCC#Cc1cnc2c(c1)C(=O)N([C@H](C)CO)C[C@@H](C)[C@@H](CN(C)C(=O)Nc1ccccc1F)O2,-3
C[C@H](CO)N1C[C@H](C)[C@@H](CN(C)C(=O)Nc2cccc3ccccc23)Oc2ccc(NS(=O)(=O)c3ccc(F)cc3)cc2CC1=O,-3
COc1ccc(S(=O)(=O)Nc2cccc3c2O[C@@H](CN(C)S(=O)(=O)c2c(C)noc2C)[C@H](C)CN([C@@H](C)CO)C3=O)cc1,12
COc1ccc(NC(=O)N(C)C[C@@H]2Oc3ccc(NC(=O)Nc4cccc5ccccc45)cc3C(=O)N([C@@H](C)CO)C[C@H]2C)cc1,1
CC(C)NC(=O)Nc1ccc2c(c1)C(=O)N([C@H](C)CO)C[C@@H](C)[C@@H](CN(C)Cc1ccncc1)O2,7
C[C@@H]1CN([C@H](C)CO)C(=O)Cc2cc(NS(=O)(=O)c3ccc(F)cc3)ccc2O[C@H]1CN(C)Cc1ccc(Cl)c(Cl)c1,-12
Cc1noc(C)c1NC(=O)Nc1ccc2c(c1)C(=O)N([C@H](C)CO)C[C@H](C)[C@H](CN(C)C(=O)Nc1ccc3c(c1)OCO3)OCCCC[C@H](C)O2,-1
C[C@H]1CCCCO[C@@H](CN(C)S(=O)(=O)c2cn(C)cn2)[C@@H](C)CN([C@@H](C)CO)C(=O)c2cc(NC(=O)C3CCCCC3)ccc2O1,3
C[C@@H]1CN([C@H](C)CO)C(=O)c2cc(C3=CCCC3)cnc2O[C@H]1CN(C)Cc1ccccc1C(=O)O,0
COC(=O)C[C@@H]1C[C@@H]2c3cc(NC(=O)Nc4ccccc4)ccc3O[C@@H]2[C@@H](CO)O1,-8
C[C@H]1CCCCO[C@@H](CN(C)Cc2ccncc2)[C@@H](C)CN([C@@H](C)CO)C(=O)c2cc(NS(=O)(=O)c3cccs3)ccc2O1,1
C[C@H]1CN([C@@H](C)CO)C(=O)Cc2cc(NC(=O)Nc3ccc4c(c3)OCO4)ccc2O[C@H]1CN(C)S(=O)(=O)c1ccccc1,4
OC[C@@]1(O)CO[C@H](OC[C@H]2O[C@@H](OC(CCCCc3ccc(O)cc3)CCc3ccc(O)cc3)[C@H](O[C@H]3OC[C@](O)(CO)[C@H]3O)[C@@H](O)[C@@H]2O)[C@@H]1O (some centres undefined),45
C[C@H]1CN([C@@H](C)CO)S(=O)(=O)c2ccc(-c3ccccc3F)cc2O[C@@H]1CN(C)Cc1cncnc1,-2
C[C@@H]1CN([C@@H](C)CO)C(=O)c2cc(-c3cccc(F)c3)cnc2O[C@@H]1CN(C)C(=O)C1CCOCC1,9
C[C@H](CO)N1C[C@H](C)[C@@H](CN(C)Cc2ccc3c(c2)OCO3)Oc2c(cccc2N(C)C)C1=O,6
C[C@H]1CN([C@@H](C)CO)C(=O)c2cc(C3=CCCC3)cnc2O[C@H]1CN(C)C(=O)NC1CCCC1,4
COC(=O)[C@@]1(Cc2ccccc2CN=[N+]=[N-])N=C(c2ccc(OCCCO)cc2)O[C@H]1c1ccccc1CN=[N+]=[N-],-9
C[C@@H]1CCCCO[C@@H](CN(C)S(C)(=O)=O)[C@@H](C)CN([C@H](C)CO)C(=O)c2cc(NC(=O)Nc3ccc(F)cc3)ccc2O1,0
COc1ccc2c(c1OC)OC[C@@H](c1ccc(OC)c(OC)c1OC)C2,-4
Cc1ccc(S(=O)(=O)N(C)C[C@H]2OCCCC[C@H](C)Oc3ccc(N(C)C)cc3C(=O)N([C@H](C)CO)C[C@H]2C)cc1,2
C[C@@H]1CN([C@@H](C)CO)C(=O)c2cc(NC(=O)CCCN(C)C)ccc2O[C@H]1CN(C)Cc1ccc(C(=O)O)cc1,1
Cc1noc(C)c1S(=O)(=O)Nc1cccc2c1O[C@H](CN(C)Cc1ccc(C(=O)Nc3ccccc3N)cc1)[C@H](C)CN([C@H](C)CO)C2=O,3
CC(C)CC#Cc1ccc2c(c1)O[C@@H](CN(C)Cc1ccncc1)[C@H](C)CN([C@H](C)CO)S2(=O)=O,4
CC(=O)NCCCC[C@@H]1NC(=O)[C@@H]2C[C@H](C(=O)O)[C@H](c3ccc(O)cc3)N2C1=O,5
COc1ccc(CC(=O)Nc2cc(C)ccc2O)cc1OC,2
Cc1oc(C(C)(C)C)cc1C(=O)C(C#N)=C1SCCS1,-2
